aSyn tox rescue: inhibitors of alpha-synuclein toxicity in yeast; 94,000 tested, 0.02% active; AID 1347070; S. cerevisiae alpha-synuclein toxicity rescue, BacTiter-Glo growth, 24 h; Potency, µM (highest dose often 46.1 µM), for inactives: at the top dose growth rescue (activation), actives largely listed as activators; active = well fitted activation curve with a large enough effect; inconclusive = small, poorly fitted or top-dose-only effect; also: 0% is about no effect
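Growth restoration measured by BacTiter-Glo luminescence after 24 hr at 30 deg C; alpha-synuclein yeast, raffinose-pregrown to mid-log, were added at OD600=0.02 in galactose medium onto pinned compounds.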
* = called active by the depositor; ? = inconclusive; & = joins results of further samples; [ ] = remark or other dose. Potency is read from the fitted curve at half-maximal effect. A portion of the library; rates above refer to the full screens.

SMILES	aSyn tox rescue
COc1ccc(C2=NS(=O)(=O)N(C)C(C(=O)Nc3ccc(OC(F)(F)F)cc3)=C2)cc1	-3.1%
Cc1ccc2nc3c(c(Nc4ccc(C)c(C)c4)c2c1)CCC3	4.5%
CCc1ccc(NC(=O)CSc2nc(=O)n(CCCN(C)C)c3c2CCC3)cc1	1.0%
C=CCn1c(O)c(N=Nc2ccccc2[N+](=O)[O-])c2ccccc21	16.4%
CC(C)(CC(=O)O)CC(=O)Nc1ccccc1Oc1ccccc1	-5.9%
Cc1ccc(Sc2ccc(N3CCC(C(=O)Nc4ccc(Cl)cc4)CC3)nn2)cc1	0.7%
O=C(COC(=O)Cc1n[nH]c(=O)c2ccccc12)Nc1ccc(Cl)cc1F	13.3%
COc1cc(/C=C(\NC(C)=O)C(=O)Nc2ccc(NC(C)=O)cc2)ccc1OC(C)=O	2.5%
CCSC1=NN2CCS(=O)(=O)N=C2S1	5.4%
CNC(=O)C1CCC(Cn2c(=O)c3sccc3n(CC(=O)Nc3ccc(C)c(C)c3)c2=O)CC1 (stereo not given)	0.4%

For reference, some entries already given:
SMILES	aSyn tox rescue
O=C(COC(=O)Cc1n[nH]c(=O)c2ccccc12)Nc1ccc(Cl)cc1F	13.3%
COc1cc(/C=C(\NC(C)=O)C(=O)Nc2ccc(NC(C)=O)cc2)ccc1OC(C)=O	2.5%

Next part
SMILES	aSyn tox rescue
CCOC(=O)c1noc2nc(C)n(CC(=O)Nc3cccc(OC)c3)c(=O)c12	5.0%
Cc1[nH]c2ccccc2c1/C=N/NC(=O)CNC(=O)c1ccc2c(c1)OCCO2	-5.9%
Cc1cc(C)c(NC(=O)Cn2nnc(-c3nc(-c4ccncc4)no3)c2N)c(C)c1	0.6%
O=C(Nc1ccc2nc(SCC(=O)N3CCOCC3)sc2c1)c1ccc(Cl)cc1	-1.5%
COc1ccc(/C=C/C(=O)Nc2ccc3nc(N4CCCCC4)cc(C)c3c2)cc1OC	-16.0%
COc1ccc(NC(=O)CCC(=O)N(Cc2ccc(OC)c(OC)c2)c2nccs2)c(OC)c1	4.3%
COC(=O)c1ccccc1NC(=O)c1cnc2sc(N3CCOCC3)nn2c1=O	-3.7%
COc1ccc(CN(C(=O)/C=C/c2ccco2)C2CCS(=O)(=O)C2)cc1 (stereo not given)	7.4%
Cc1ccc(-c2c3c(=O)n(C)c(=O)n(C)c3c3c(C(F)(F)F)nc4ccccc4n23)cc1	-3.0%
CN1C(=O)[C@H]2[C@@H](c3ccccc3)N[C@]3(CCCN(Cc4ccc(F)cc4)C3=O)[C@H]2C1=O	-0.3%
CCCc1nnc(NC(=O)Cc2coc3ccc(C)cc23)s1	2.6%
CCCCOc1ccc(S(=O)(=O)Nc2ccc(-c3ccc(N4CCCCC4)nn3)cc2)cc1	4.1%
COc1ccc(-c2cc(C(C)=O)c(C)n2CCC(=O)NCc2ccc(F)cc2)cc1	7.4%
CCc1ccccc1NS(=O)(=O)c1ccc2c(c1)OCC(C(=O)N1CCCC1)O2 (stereo not given)	4.8%
COc1ccc(-n2c(=S)[nH]c3cc(C(=O)Nc4ccccc4OC)ccc3c2=O)c(OC)c1	-4.6%
COc1ccccc1NC(=O)c1sc2nc(C)c(C(=O)Nc3ccc(Cl)cc3)c(-c3ccc(Br)cc3)c2c1N	-5.6%
COc1ccc(CNC(=O)C(C)n2ccc3cc(S(=O)(=O)N4CCCC4)ccc32)cc1OC (stereo not given)	4.1%
Cc1cccc(N2C(=O)N(CC(=O)C(C)(C)C)c3ccccc3S2(=O)=O)c1C	4.6%
Cc1ccc(NC(=O)NC(C)c2c(-n3cccc3)sc(C)c2C)c(C)c1 (stereo not given)	0.2%
CCC(=O)N1c2ccccc2CC1C(=O)NCCN1CCN(c2cccc(C(F)(F)F)c2)CC1 (stereo not given)	-6.6%
CCc1ccccc1NC(=O)COC(=O)c1cccs1	-9.6%
COc1cc(NC(=O)c2noc3c2CC(C(C)(C)C)CC3)cc(OC)c1OC (stereo not given)	-8.6%
Nc1nonc1-n1nnc(C(=O)N/N=C/c2ccco2)c1CSc1ccc(Cl)cc1	-5.5%
COCCNC(=O)/C(C#N)=C/c1cc(Br)c(O)c(OC)c1	-10.2%
COc1ccccc1NC(=O)c1sc2nc(C)c(C(=O)Nc3ccc(C)cc3C)c(-c3ccco3)c2c1N	-11.6%
CC(=O)c1cccc(NC(=O)CSc2nnc3ccc(-c4ccc(Br)cc4)nn23)c1	4.1%
CCCc1c(C(=O)N/N=C/c2ccc(-c3ccccc3)cc2)nnn1-c1nonc1N	-6.2%
COc1ccc(-c2coc3c2c(C)cc2oc(=O)cc(C)c23)cc1	-4.2%
COc1cc2ccc(NC(C)=O)cc2cc1OC	-2.8%
CCOc1ccc(NC(=O)c2cnc(Nc3ccccc3OC)c3ccccc23)cc1	-1.3%
Cc1ccc(NC(=O)CN(C)CC(=O)Nc2ccc3c(c2)OCO3)cc1	-6.1%
CCc1cc(-c2nnn(-c3cc(C(C)C)ccc3C)c2CC)ccc1-c1cn(CCc2c[nH]c3ccccc23)nn1	2.4%
CCOc1ccc(CNS(=O)(=O)c2ccc3[nH]c4c(c3c2)CCCC4)cc1OC	0.6%
CC(=O)NC(c1ccc(N(C)C)cc1)c1cc(Cl)c2cccnc2c1O (stereo not given)	?
COc1cccc(C(=O)Nc2ccc(-n3nncc3-c3ccc(Br)cc3)cc2)c1OC	?
CCOC(=O)C(=O)Nc1cc(C)nn1-c1nc2ccccc2[nH]1	0.8%
CCN(CC)C(=O)C1=C(C)N(Cc2ccc(F)cc2)C(=O)C(CC(=O)NCc2cccs2)C1 (stereo not given)	5.0%
CC1CCN(CC(=O)N2CCCc3c2c(=O)oc2ccc(OCc4ccccc4)cc32)CC1	-4.3%
O=C(CSc1nc2ccccc2nc1Cc1ccc(F)cc1)Nc1ccc2c(c1)OCO2	3.2%
CC1(c2cccc(Br)c2)NC(=O)NC1=O (stereo not given)	-11.3%
COCCN(C(=O)Cc1coc2cc(C)c(C)cc12)c1c(N)n(Cc2ccccc2)c(=O)[nH]c1=O	4.9%
Cc1ccc(Cl)cc1NS(=O)(=O)c1ccc(N2CCCCS2(=O)=O)cc1	-10.7%
CCCn1c(=O)c2sccc2n2c(CCCC(=O)NCCc3ccc(Cl)cc3)nnc12	1.8%
O=C(COc1ccc(S(=O)(=O)N2CCOCC2)cc1)NCCc1ccccc1	3.0%
Cc1cccc(N2CCN(Cc3cnc(Cl)s3)CC2C)c1 (stereo not given)	6.6%
CC(C)c1ccc(NC(=O)C2CCN(S(=O)(=O)c3cccc4nonc34)CC2)cc1	-3.4%
C=CCn1c(SCc2nc3sc(C(=O)O)c(C)c3c(=O)[nH]2)nnc1-c1ccc(C(C)(C)C)cc1	-3.5%
O=C(OCC(=O)C12CC3CC(CC(C3)C1)C2)c1ccc(O)cc1O	-35.8%[inhibitor]
Cc1ccccc1Cn1c(SCc2ccc(C(=O)NCc3cccs3)cc2)nc2ccncc21	-10.5%
Cc1ccc(N2CC(NC(=O)c3cccs3)CC2=O)cc1C (stereo not given)	-2.4%

3 structures out of the list, arranged by SMILES length, low to high:
SMILES	aSyn tox rescue
Cc1cccc(N2CCN(Cc3cnc(Cl)s3)CC2C)c1 (stereo not given)	6.6%
COCCN(C(=O)Cc1coc2cc(C)c(C)cc12)c1c(N)n(Cc2ccccc2)c(=O)[nH]c1=O	4.9%
C=CCn1c(SCc2nc3sc(C(=O)O)c(C)c3c(=O)[nH]2)nnc1-c1ccc(C(C)(C)C)cc1	-3.5%

Continuation.
SMILES	aSyn tox rescue
COc1cc2c(cc1OC)n(Cc1cccc(C(F)(F)F)c1)c(=O)n1nc(-c3ccccc3)nc21	-8.8%
CCn1cc(C(=O)O)c(=O)c2cc(F)c(N3CCN(C(=S)NC(=O)c4ccc(Br)cc4)CC3)cc21	-11.3%
COc1cccc(NC(=O)c2cnn(-c3ccccc3)c2-n2cccc2)c1	-22.8%
CCNC(=O)C(=O)Nc1ccc2c(c1)N(S(=O)(=O)c1cccs1)CCC2	-1.2%
COCCn1c(N)c(NCc2ccccc2)c(=O)[nH]c1=O	1.4%
COc1cc2ccnc(C=NO)c2cc1OC	0.7%
O=C(CC1OC(=O)c2ccccc21)Nc1cc(Cl)ccc1N1CCCC1 (stereo not given)	0.4%
COc1ccc(-c2ccc(CN3C(C)C(=O)N(Cc4cn(CC5CCCCC5)nn4)CCS3(=O)=O)cc2)cc1 (stereo not given)	6.2%
Cc1ccc(-n2nc(CO)c(C(=O)NCCc3ccccc3)n2)cc1C	-4.6%
COC(=O)c1ccccc1NC(=O)CCCn1c(=O)c2cccn2c2cccnc21	?

An excerpt of these results, bar-delimited.
SMILES | aSyn tox rescue
Cc1ccc(-n2nc(CO)c(C(=O)NCCc3ccccc3)n2)cc1C | -4.6%
COC(=O)c1ccccc1NC(=O)CCCn1c(=O)c2cccn2c2cccnc21 | ?

Random excerpt: 5 records from the list, in no set order.
SMILES	aSyn tox rescue
COc1cc2ccnc(C=NO)c2cc1OC	0.7%
Cc1ccc(-n2nc(CO)c(C(=O)NCCc3ccccc3)n2)cc1C	-4.6%
COc1ccc(-c2ccc(CN3C(C)C(=O)N(Cc4cn(CC5CCCCC5)nn4)CCS3(=O)=O)cc2)cc1 (stereo not given)	6.2%
CCNC(=O)C(=O)Nc1ccc2c(c1)N(S(=O)(=O)c1cccs1)CCC2	-1.2%
COc1cccc(NC(=O)c2cnn(-c3ccccc3)c2-n2cccc2)c1	-22.8%

(next part)
SMILES	aSyn tox rescue
O=C(O)c1ccccc1Sc1c([N+](=O)[O-])cc(C(F)(F)F)cc1[N+](=O)[O-]	-3.3%
O=C(Cc1csc(NC(=O)c2ccc(F)cc2)n1)NO	-15.0%
COc1ccc(CNc2ncnc3c2nnn3C)cc1	-0.8%
COc1ccc(C(=O)Nc2cc(-c3cccc(C)c3)nn2-c2ccccc2)cc1	-2.1%
O=C(Cc1cccs1)Nc1ccc(Cl)c(S(=O)(=O)N2CCOCC2)c1	-36.6%[inhibitor]
COc1ccc(/C=N/NS(=O)(=O)c2ccc(NC(C)=O)cc2)cc1	2.2%
Cc1ccc(C)c(CN2CCCN(Cc3cc(C)ccc3C)S2(=O)=O)c1	8.2%
CN(Cc1ccccc1)Cc1c(O)ccc2c(=O)c(-c3ccccc3)c(C(F)(F)F)oc12	-2.2%
CC1CCN(C(=O)c2[nH]cnc2C(=O)Nc2ccccc2F)CC1	-7.3%
CCc1ccc(C2=NN(CCC(=O)NCCc3ccccc3)C(=O)CC2)cc1	5.8%
COc1ccnc(-n2cccc2C=O)c1C#N	-0.3%
CCCS(=O)(=O)N1CC(=O)N(c2ccc(C)cc2C)C(C)(C(=O)NC2CCCCCC2)C1 (stereo not given)	-4.0%
Cc1ccc(C(=O)CCC(=O)OCC(=O)Nc2c(C)nn(-c3ccccc3)c2C)cc1	-5.3%
Cc1cccc(N2CCN(S(=O)(=O)c3c(C(=O)N4CCC(C)CC4)c(C)n(C)c3C)CC2)c1C	5.2%
COc1ccc(N2C(=O)CC(Sc3nc4ccccc4s3)C2=O)cc1 (stereo not given)	-11.6%
COC(=O)c1nnn(-c2ccc(Br)cc2)c1C(=O)OC	-8.4%
CN(C1CCCCC1)S(=O)(=O)c1ccc2c(c1)c(=O)c(C(=O)N1CCN(c3ccccc3F)CC1)cn2C	5.5%
Cc1cc(C(=O)CCl)c(C)n1CC1COc2ccccc2O1 (stereo not given)	5.4%
O=C(Nc1nc2n(n1)C(c1ccccc1)C=C(c1ccccc1)N2)c1ccc(Cl)c([N+](=O)[O-])c1 (stereo not given)	1.0%
COc1ccc(N2CCN(C(=O)CSc3nc4ccccc4nc3Cc3ccc(Cl)cc3)CC2)cc1	5.0%
O=C(O)c1nn(CCOc2c(Cl)cccc2Cl)c(=O)c2ccccc12	4.1%
Clc1ccc(N2CCOCC2)nn1	6.4%
C=CCn1c(SCC(=O)NCc2ccco2)nnc1C1CCCCC1	4.7%
Cc1ccc(CSC2=Nc3ccccc3C3=NC(CCC(=O)NCCc4ccccc4)C(=O)N23)cc1 (stereo not given)	15.9%
Cc1cc(C)cc(N2CC(c3nc(-c4ccccc4C)no3)CC2=O)c1 (stereo not given)	6.2%
COc1ccc(C(=O)OCC(=O)NCC2CCCO2)cc1S(=O)(=O)N1CCCc2ccccc21 (stereo not given)	8.8%
O=C(CCCn1c(=O)c2sccc2n(Cc2c(F)cccc2Cl)c1=O)NCc1ccccc1	-3.7%
Cc1ccccc1N1CC(C(=O)Nc2ccncc2)CC1=O (stereo not given)	-0.5%
COc1cccc(C(=O)NCC2OCCc3ccccc32)c1 (stereo not given)	-7.4%
CCN1CCN(CCCNC(=O)c2ccc3nc(Cc4ccccc4)oc3c2)CC1	3.3%
O=C(Cn1ncc2c([nH]c3ccccc32)c1=O)Nc1cccc(C(F)(F)F)c1	-3.3%
Cc1sc2nc(C)n(/N=C/N(C)C)c(=O)c2c1C	-5.6%
N#CCc1ccc(OC(=O)c2cccnc2Cl)cc1	-2.4%
COc1ccc(CNC(=O)C(C)OC(=O)CCN2C(=O)C3CC=CCC3C2=O)cc1 (stereo not given)	-1.0%
COc1cccc(NC(=O)C2CCCN(S(=O)(=O)c3c(C)[nH]c(=O)[nH]c3=O)C2)c1 (stereo not given)	7.7%
CCN(C(=O)CCS(=O)(=O)c1cccc2nsnc12)c1cccc(C)c1	14.7%&0.4%
c1ccc(-n2c3ccccc3c3ccccc32)cc1	-8.0%
Cc1nc2c(c(C)c1CCC(=O)Nc1cccc(C(F)(F)F)c1)c(=O)n(C)c(=O)n2C	-2.0%
CCCN(C(=O)c1cc2c(s1)-c1c(C)cccc1OC2)c1ccc(OCC)cc1	19.4%
CCC(CC)C(=O)Nc1ccccc1SCc1cc(=O)c2cccc(C)c2[nH]1	0.4%
CCc1nn2cc(C(=O)c3cc(Cl)ccc3O)cnc2c1-c1ccc(F)cc1	-22.7%
O=C(NCCCN1CCCC1=O)C(=O)Nc1cccc(F)c1	4.6%
C[C@@H]1CN([C@@H](C)CO)C(=O)CCCn2nncc2CO[C@@H]1CN(C)C(=O)c1ccc2ccn(C)c2c1	5.2%
Cc1ccc(NC(=O)Cn2c(=O)oc3cc(S(=O)(=O)N4CCC(C)CC4)ccc32)cc1Cl	-3.8%
